human PMI inhibition: inhibitors of human PMI, primary screen, biochemical, fluorescence intensity, coupled assay (AID 1209) | Mannose-6-phosphate isomerase (Homo sapiens) | purified PMI enzyme, coupled fluorescence intensity; higher % means a stronger effect | one-dose inhibition, % at 20 µM; IC50 in µM for titrated hits | 190,000 compounds, 0.42% hits;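 note: plate controls were DMSO vehicle for no effect and wells lacking substrate for full effect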
MT stabilize HCS: microtubule stabilizers in HeLa cells, primary screen, imaging, high-content imaging; HeLa tubulin immunostaining HCS, 24 h; share of cells brighter than vehicle mean+2SD; % tubulin-high responders, % at 10 µM; 200,000 compounds, 0.83% hits;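 active = plate Z-score above 3 for both tubulin-high and condensed-nucleus cell shares, with cell loss under 80%, at 10 µM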;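 note: anti alpha tubulin signal scored within the nucleus-defined area of each cell; some results filed as inactive read as strong as hits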
Autophagy HCS: autophagy modulators in MEF cells, primary screen, imaging, high-content, MEF GFP-LC3 | MEF GFP-LC3 puncta imaging; test concentration mostly 10 µM | calls only at 10 µM (by protocol) | 190,000 compounds, 0.98% hits;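 active = percentage of spot-positive cells more than 3 SD above its plate mean, without a fluorescence outlier flag or 80% toxicity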;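 note: spot-positive cell cutoff set from DMSO-treated cells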
Yfh1-depleted yeast: enhancers of respiration in Yfh1-depleted yeast, dose response, Friedreich's ataxia, plus single-dose screen (AID 1465) | fold induction at 50 µM; hits with a dose series show EC50 in µM | S. cerevisiae Yfh1-off respiration, WST-1 reduction, 72 h; higher fold induction means a stronger effect | 220,000 compounds, 0.074% hits;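 active = fold induction of absorbance versus untreated yeast above a set limit, then at least 30% activation at any dose in follow-up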;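 note: activators that raise dye reduction in frataxin-depleted yeast; strong numbers were not always called active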
PMI inhibition: human PMI inhibitors, high substrate, primary screen, biochemical, fluorescence intensity, high mannose 6-phosphate (AID 1220) | Mannose-6-phosphate isomerase (Homo sapiens) | recombinant PMI enzyme, coupled fluorescence intensity; higher % means a stronger effect | inhibition, % at 20 µM, or IC50 in µM where a hit was titrated | 190,000 compounds, 0.66% hits
WT yeast gro inh: growth inhibition of WT strain, primary screen, mitochondrial fusion inhibitor project, WT and mutant strains, chemical genetic | mitochondrial fusion phenotypic screen | inhibition, % at 10 µM | 190,000 compounds, 2.1% hits | AID 1362, 2008; in the data active = inhibition above about 58%; tested in S. cerevisiae
Ins promoter up: insulin promoter activators in MIN6 cells, imaging, high-content screening, mouse beta cells | MIN6 insulin promoter-GFP reporter; stronger effect = higher value | z-score at 5 µM | 190,000 compounds, 0.3% hits | AID 1625, 2009;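 active = z-score above 3 at 5 µM with at least 500 cells counted in the well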
bCat nuc transl: modulators of beta-catenin nuclear translocation, primary screen, imaging, HeLa cells, immunofluorescence, high-content; AID 1665, 2009; 190,000 compounds, 0.3% hits; nuclear translocation activity, % at 5 µM;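 active = nuclear translocation activity above 50% at 5 µM, with a well cell count of 50 or more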;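 note: per-cell ratio of nuclear to cytoplasmic median beta-catenin stain intensity; plate controls were DMSO negative control for no effect and GSK-3 inhibitor IX positive control for full effect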
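Test system: human HeLa cells, native beta-catenin. Compound dosing: 5 µM primary single dose, 0.1% DMSO, 0.02–20 µM confirmation series. Incubation: compound exposure 24 h at 37°C. Detection: beta-catenin immunostaining with DAPI counterstain, 20x imaging, 6 fields/well. Read-out basis: Nuclear/cytoplasmic beta-catenin signal ratio, % activation.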
Dynein cargo inh: inhibitors of GR-EGFP nuclear translocation, primary screen, dynein cargo transport inhibitor project, imaging, high-content, 3617.4 mouse cells; z-score, hits read low; test concentration mostly 20 µM; stimulated with dexamethasone, 1 µM; stronger effect = lower value; 220,000 compounds, 0.47% hits; AID 1381, 2008;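 active = plate z-score of nuclear minus cytoplasmic receptor signal below a set negative limit, without overly bright fluorescence or cell loss, cut at about -3.5 in these data, passing the limit was not always enough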;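 note: z-score of nuclear minus cytoplasmic ring GR-EGFP intensity difference per well; some compounds called inactive have numbers as strong as hits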
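medium = tetracycline-free induction medium containing charcoal-stripped FBS | probe or stimulus = dexamethasone, 1.0 µM final | timing = 48 h induction, then 1 h compound, then 30 min agonist, 37 °C | detection = automated 10x imaging of fixed Hoechst-stained cells | read-out basis = nuclear versus cytoplasmic GR-EGFP signal, averaged per well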
WT yeast gro inh mutant strain: also measured in WT yeast gro inh; calls as there; inhibition, %; mitochondrial fusion phenotypic screen, mutant strain inhibition
Dynein cargo inh cytoplasmic EGFP: recorded beside Dynein cargo inh, whose call it bears; z-score; measured here: cytoplasmic GR-EGFP intensity; stronger effect = higher value
Dynein cargo inh nuclear GR-EGFP: recorded beside Dynein cargo inh, whose call it bears; z-score; measured here: nuclear GR-EGFP intensity;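 lower value marks the stronger effect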
Dynein cargo inh cell count: second read-out of Dynein cargo inh, no call of its own (marks repeat the call); z-score; measured here: cell count per field
Ins promoter up cell count: recorded beside Ins promoter up, whose call it bears; cell count; measured here: cytotoxicity, nuclei count;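 total cells summed across four imaged fields per well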
bCat nuc transl cell count 5 µM: second read-out of bCat nuc transl, no call of its own (marks repeat the call); cell count; measured here: cell count, cytotoxicity flag
MT stabilize HCS Hoechst-high %: recorded beside MT stabilize HCS, whose call it bears; % Hoechst-high responders; measured here: nuclear condensation Hoechst responders;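 share of cells brighter than vehicle mean plus two SD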
MT stabilize HCS cytotoxicity %: also measured in MT stabilize HCS; calls as there; toxicity, %; measured here: cytotoxicity by cell density;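 0% = mean cell density of plate MIN control wells and 100% = no cells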
Autophagy HCS cell loss 18 h: also measured in Autophagy HCS; calls as there; toxicity, %; measured here: cell loss, nuclei count;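 cell loss after 18 h compound exposure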
Starred values were filed as active, the others as inactive; i = inactive; nt = no result given. Cut-off read from the data, not from the text of the source, unless noted: active = inhibition above about 50%; inactive = the rest. Compounds were not picked by outcome, and some 5% of all compounds hit somewhere here.

SMILES	human PMI inhibition	MT stabilize HCS	MT stabilize HCS Hoechst-high %	MT stabilize HCS cytotoxicity %	Autophagy HCS	Autophagy HCS cell loss 18 h	Yfh1-depleted yeast	PMI inhibition	WT yeast gro inh	WT yeast gro inh mutant strain	Ins promoter up	Ins promoter up cell count	bCat nuc transl	bCat nuc transl cell count 5 µM	Dynein cargo inh	Dynein cargo inh cytoplasmic EGFP	Dynein cargo inh nuclear GR-EGFP	Dynein cargo inh cell count
COC(=O)Cn1c(C)nc2ccccc21	0%	5.9	3.8	4.3	i	-4	i	-3%	-6	-47	0.07	906	-4.0	1165	2	-0.33	1.2	-0.31
Cc1cc(C)cc(C(=O)N2CCN=C2c2ccccc2)c1	-9%	3.3	2.9	1.4	i	0	i	-10%	0	-12	0.02	1163	-1.0	555	-0.15	-0.3	-0.061	0.11
COc1ccc2c(c1)C(c1cccs1)=NNC(c1cccnc1)=N2	nt	2.4	1.1	7.8	i	-2	i	nt	-5	6	nt	nt	-0.5	1594	-0.72	-0.35	-0.48	0.93
CCOP(=O)(OCC)C(C)(C)NC(=O)c1cc([N+](=O)[O-])cc([N+](=O)[O-])c1	12%	2.4	1.0	7.6	i	3	i	4%	4	4	0.17	1016	nt	nt	-1.1	-0.17	-0.35	0.99
CN1CCC(=NNC(=O)c2ccco2)CC1	-4%	2.3	1.6	7.6	i	-17	i	9%	-8	-3	1	1449	0.9	1404	0.82	-0.033	1.1	-0.67
Cc1cc(NC(=O)C2CCCCC2)nc2c1c(=O)oc1ccccc12	1%	2.3	1.1	2.0	i	-28	nt	-9%	81*	13*	0.13	1510	-1.6	1304	0.019	-0.2	0.51	0.36
CC(Nc1[nH]c(=O)n(C)c(=O)c1N=O)c1ccccc1 (stereo unspecified)	-13%	3.1	2.8	8.6	i	-3	i	-3%	-2	-3	nt	nt	-2.4	596	-0.35	-0.36	-0.44	0.86
Cc1nc2ccccc2c2c1CC(C)S2 (stereo unspecified)	nt	nt	nt	nt	nt	nt	i	nt	nt	nt	-0.61	972	-1.0	1364	-0.88	-0.27	-0.031	0.27
CC(=O)OC(COc1ccccc1)Cn1cnc2cc(C)c(C)cc21 (stereo unspecified)	-19%	2.0	1.2	1.0	i	18	i	-14%	11	22	nt	nt	-4.0	578	0.51	-0.26	1.1	-1.5
CNCc1ccccc1Sc1ccc(OC)c(OC)c1	8%	2.2	1.7	5.0	i	-18	i	19%	-9	-5	-0.67	1273	-0.9	1404	-0.29	-0.18	0.13	0.78
C=C1c2ccccc2NC(=O)N1c1ccc(C)cc1	-71%	1.9	1.6	10	i	2	i	-110%	1	-3	nt	nt	-6.1	1248	0.86	-0.21	0.47	-0.37
CCCNC(=O)Cn1nc(C(F)(F)F)c2c1CCC2	nt	2.5	2.0	14	i	-5	i	nt	-9	1	nt	nt	0.1	1596	1.1	0.039	0.57	-0.93
O=C(Nc1nn(Cc2ccc(Cl)cc2)cc1Br)c1ccc(COc2ccccc2Cl)o1	18%	2.7	1.0	0.7	i	30	i	14%	6	2	0.45	801	-0.4	1161	0.13	-0.41	0.098	-0.091
N/C(=N\OC(=O)C12CC3CC(CC(C3)C1)C2)c1ccccn1	17%	1.9	3.4	3.1	i	-19	i	7%	-1	8	-0.22	1320	1.3	1121	-0.21	-0.31	-0.18	0.38
CCCCNC(=O)c1onc(CSc2cccc(F)c2)c1C(=O)O	-2%	2.3	1.6	4.4	i	-10	i	4%	9	2	-0.88	1678	-0.1	1261	-0.67	-0.23	-0.89	0.8
CCO/C=C/C(=O)N(C)CCC#N	-5%	1.7	1.7	1.4	i	-1	i	-4%	12	3	-0.21	1105	3.0	1098	-0.28	-0.16	-0.17	0.14
OC(COCc1ccc(Cl)cc1)CN1CCc2ccccc2C1 (stereo unspecified)	-3%	1.5	2.3	6.7	i	-4	i	-14%	-3	-4	nt	nt	0.0	942	-0.65	-0.3	-0.59	0.82
Cc1nc2cc(-c3cccc(F)c3)nn2c(N2CCN(C(=O)c3ccco3)CC2)c1C	13%	1.9	1.7	1.2	i	7	nt	10%	-13	-2	nt	nt	nt	nt	-0.83	-0.067	-0.3	0.42
CCOc1ccc(S(=O)(=O)NCCCN2CCCC2=O)cc1	-4%	2.8	2.8	6.3	i	16	i	-2%	-2	6	-0.26	1408	0.1	1491	0.6	-0.3	0.56	0.42
Cc1ccc2cc(C)c(N3CCN(c4ccccn4)CC3)nc2c1	16%	1.6	2.1	8.2	i	-5	i	16%	39	18	0.52	1250	-2.9	1184	-0.83	-0.27	-1.1	0.13

Two compounds picked at random from those above:
SMILES	human PMI inhibition	MT stabilize HCS	MT stabilize HCS Hoechst-high %	MT stabilize HCS cytotoxicity %	Autophagy HCS	Autophagy HCS cell loss 18 h	Yfh1-depleted yeast	PMI inhibition	WT yeast gro inh	WT yeast gro inh mutant strain	Ins promoter up	Ins promoter up cell count	bCat nuc transl	bCat nuc transl cell count 5 µM	Dynein cargo inh	Dynein cargo inh cytoplasmic EGFP	Dynein cargo inh nuclear GR-EGFP	Dynein cargo inh cell count
Cc1ccc2cc(C)c(N3CCN(c4ccccn4)CC3)nc2c1	16%	1.6	2.1	8.2	i	-5	i	16%	39	18	0.52	1250	-2.9	1184	-0.83	-0.27	-1.1	0.13
OC(COCc1ccc(Cl)cc1)CN1CCc2ccccc2C1 (stereo unspecified)	-3%	1.5	2.3	6.7	i	-4	i	-14%	-3	-4	nt	nt	0.0	942	-0.65	-0.3	-0.59	0.82

The results go on:
SMILES	human PMI inhibition	MT stabilize HCS	MT stabilize HCS Hoechst-high %	MT stabilize HCS cytotoxicity %	Autophagy HCS	Autophagy HCS cell loss 18 h	Yfh1-depleted yeast	PMI inhibition	WT yeast gro inh	WT yeast gro inh mutant strain	Ins promoter up	Ins promoter up cell count	bCat nuc transl	bCat nuc transl cell count 5 µM	Dynein cargo inh	Dynein cargo inh cytoplasmic EGFP	Dynein cargo inh nuclear GR-EGFP	Dynein cargo inh cell count
C(=C\c1ccccc1)/C=N/N1CCN(c2ccccn2)CC1	9%	2.2	1.5	12	i	-17	i	10%	3	-58	0.11	1923	-1.9	1019	-0.74	-0.22	-0.5	0.26
O=C(O)CCN1C(=O)c2ccc(NC(=O)c3ccco3)cc2C1=O	5%	3.6	1.8	16	i	14	i	4%	-6	-1	nt	nt	0.6	1410	0.57	-0.25	0.58	0.3
O=c1c2sc(-c3ccccc3)cc2nc2n1CCCCC2	nt	nt	nt	nt	nt	nt	i	nt	nt	nt	0.71	1104	-1.2	1310	-0.71	-0.28	-0.23	0.49
COc1cc(NC2c3ccccc3C(=O)N2c2cc(C)ccn2)cc(OC)c1OC (stereo unspecified)	7%	7.3	3.6	4.4	i	7	i	6%	2	6	-0.01	891	nt	nt	-0.48	-0.15	0.0057	-0.18
CCOc1ccc(C(=O)NCC(=O)OCC(=O)Nc2ccccc2OCC)cc1	0%	2.1	1.7	0.4	i	-10	i	-3%	9	13	-0.94	1057	-1.4	1230	-0.81	-0.27	-0.28	0.49
COCCNC(=O)CSc1nc(-c2ccccc2)c(-c2ccccc2)o1	11%	1.2	1.7	7.9	i	-5	i	7%	-13	-20	0.86	1261	0.0	870	-0.6	-0.23	0.026	1
O=C(Nc1ccc(S(=O)(=O)N2CCOCC2)cc1)c1ccc2c(c1)S(=O)(=O)c1ccccc1C2=O	-5%	1.1	2.1	7.5	i	-8	i	0%	-6	-3	0.33	1490	0.6	1502	0.25	-0.17	0.44	0.4
O=c1[nH]c2cccnc2n1-c1cccc([N+](=O)[O-])c1	nt	nt	nt	nt	nt	nt	i	nt	nt	nt	0.71	1241	1.7	1301	-1.3	-0.2	-0.37	1.6
CC(C)(C)c1ccc(-c2noc(CCC(N)=O)n2)cc1	-10%	2.8	1.9	22	i	-2	i	-8%	0	-17	nt	nt	-0.8	1190	0.032	-0.3	0.26	0.18
COCCN(C(=O)c1ccccc1OC1CCN(S(C)(=O)=O)CC1)C(C)C	7%	2.0	1.1	0.4	i	-5	i	6%	8	4	-0.65	1470	-0.7	1067	0.54	-0.33	-0.4	0.83
COc1cc(C=O)ccc1OC(=O)c1ccncc1	nt	0.9	1.9	2.2	i	-4	i	nt	22	16	0.38	1098	1.1	1464	-0.35	-0.15	-0.26	-0.5
COc1ccccc1NC(NC(=O)c1ccccn1)C(Cl)(Cl)Cl (stereo unspecified)	16%	4.5	4.1	6.2	i	-11	i	16%	10	-14	nt	nt	2.2	904	1.3	-0.24	0.84	-1.1
O=C(NC(Nc1ncccn1)C(=O)c1ccccc1)c1ccccc1 (stereo unspecified)	-2%	3.5	2.7	10	i	-1	i	-3%	4	1	1.9	1055	-0.4	1053	-0.37	-0.31	0.13	0.6
COc1cccc(CN(C(=O)Cc2c[nH]c3ccccc23)C(C(=O)NC2CCCCC2)c2ccc(C)o2)c1 (stereo unspecified)	19%	4.2	1.3	2.7	i	5	i	9%	16	9	-0.3	1447	nt	nt	1.6	-0.25	1.1	-0.9

Taken from above.
Under WT yeast gro inh, COC(=O)Cn1c(C)nc2ccccc21 is listed with -6
Under bCat nuc transl cell count 5 µM, O=c1[nH]c2cccnc2n1-c1cccc([N+](=O)[O-])c1 is listed with 1301
Under WT yeast gro inh, Cc1cc(C)cc(C(=O)N2CCN=C2c2ccccc2)c1 is listed with 0
Under Dynein cargo inh cell count, CC(Nc1[nH]c(=O)n(C)c(=O)c1N=O)c1ccccc1 (stereo unspecified) is listed with 0.86
